USP1 inh: Inhibitors of USP1/UAF1: Primary Screen | Potency, µM (highest dose often 57.1 µM), inactives show at the top dose activity change, negative = inhibition, actives largely listed as inhibitors | Ubiquitin carboxyl-terminal hydrolase 1 (Homo sapiens), O94782 | recombinant USP1/UAF1, Ub-Rhodamine cleavage fluorescence | 0.23% of 390,000 active | AID 743255, 2014; also: potency is read from the fitted curve at half-maximal effect; % is scaled to controls: 0 for no effect and ±100 for the full control effect; nearly all actives have a fitted effect of over 60% in size; inactives centre near -12
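1 nM enzyme complex + cpd, 15 min RT; start with Ub-Rho 150nM final; kinetic fluorescence ex 480/em 540, 6 reads q60 s. Buffer 50mM HEPES pH 7.8, 0.5mM EDTA, 0.1 mg/ml BSA, 1mM TCEP, 0.01% Tween-20.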
TRHR agonist: qHTS for Small Molecule Agonists and Allosteric Enhancers of Human TRH Receptor: Primary Screen for Agonists; TRHR cells, calcium flux fluo-8, FDSS agonist mode; activation, % at 2 µM; 0.18% of 360,000 active; in the data active = activation above about 30%; also: 0% is about no effect
Target sequence (P34981 whole entry, looked up): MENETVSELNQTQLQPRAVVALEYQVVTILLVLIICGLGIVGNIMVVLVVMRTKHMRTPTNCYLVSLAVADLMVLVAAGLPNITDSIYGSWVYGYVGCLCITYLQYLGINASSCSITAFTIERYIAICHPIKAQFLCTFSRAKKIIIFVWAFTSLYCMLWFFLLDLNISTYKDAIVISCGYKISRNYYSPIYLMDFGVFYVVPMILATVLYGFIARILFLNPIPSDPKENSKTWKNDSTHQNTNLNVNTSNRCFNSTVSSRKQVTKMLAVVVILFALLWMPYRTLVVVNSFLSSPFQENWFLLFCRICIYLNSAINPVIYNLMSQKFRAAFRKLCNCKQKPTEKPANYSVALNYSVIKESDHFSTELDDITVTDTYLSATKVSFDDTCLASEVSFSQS
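TRHR-expressing cells, plated overnight in medium with 10% serum, were loaded with fluo-8 calcium dye at room temperature. After a 10 s baseline, library compound was pin-added and calcium release was recorded kinetically (ex 480/em 530) as agonist response.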
TRHR PAM: qHTS for Small Molecule Agonists and Allosteric Enhancers of Human TRH Receptor: Primary Screen for Enhancers; Thyrotropin-releasing hormone receptor (Homo sapiens), P34981; TRHR cells, fluo-8 calcium fluorescence, EC20 TRH enhancement; enhancement, % at 2 µM; 0.66% of 360,000 active; in the data active = enhancement above about 30%; also: 0% is about no effect
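TRHR-expressing cells loaded with fluo-8 calcium dye were read kinetically (ex 480/em 530) during compound addition, then stimulated with an EC20 of TRH (10 nM final). Enhancement of the Gq-mediated intracellular calcium response was scored.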
TrxR1 inh: qHTS Assay for Inhibitors of Mammalian Selenoprotein Thioredoxin Reductase 1 (TrxR1): qHTS; Potency, µM (titrated, usually from 114 µM), inactives show at the top dose activity change, negative = inhibition, most hits filed as inhibitors; Thioredoxin reductase 1, cytoplasmic (Rattus norvegicus), O89049; 1% of 390,000 active; AID 588453, 2011; recombinant rTrxR1, NADPH fluorescence consumption, selenite substrate; also: potency is read from the fitted curve at half-maximal effect; % is scaled to controls: 0 for no effect and ±100 for the full control effect; nearly all actives have a fitted effect of over 65% in size
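Rat TrxR1 (90 nM in the dispensed reagent) was pre-reduced with 400 uM NADPH for 5 min at room temperature, then incubated with compound for 15 min. After 400 uM selenite was added, NADPH fluorescence (Ex 340/Em 450 nm) was followed for 8 min.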
D2 antag: HTS Assay for Allosteric Antagonists of the Human D2 Dopamine Receptor: Primary Screen for Antagonists | D(2) dopamine receptor (Homo sapiens), P14416 | HEK293 TREx D2 cells, calcium flux, dopamine EC80 | inhibition, % at 10 µM | 2% of 340,000 active | AID 485344, 2010; in the data active = inhibition above about 30%; also: 0% is about no effect
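Inhibition of EC80 dopamine-driven calcium flux, recorded kinetically, defines activity here; cells are a tetracycline-induced HEK293 T-REx line expressing force-coupled D2.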
mIDH1 inhibitor: qHTS for Inhibitors of mutant isocitrate dehydrogenase 1 (IDH1): qHTS | Isocitrate dehydrogenase [NADP] cytoplasmic (Homo sapiens), O75874 | Potency, µM (top dose mostly 76.6 µM), inactives show at the top dose activity change, negative = inhibition, most hits filed as inhibitors | 0.093% of 390,000 active | IDH1-R132H enzyme, NADPH consumption, diaphorase/resazurin fluorescence; also: potency is read from the fitted curve at half-maximal effect; % is scaled to controls: 0 for no effect and ±100 for the full control effect; nearly all actives have a fitted effect of over 65% in size
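IDH1-R132H (0.5 ug/mL) preincubated 30 min with compound, then NADPH (0.016 mM) and alpha-KG (2 mM) added; 80 min at RT, pH 7.5. Remaining NADPH coupled via diaphorase/resazurin to fluorescence (540/590 nm); concentration-response curves normalized to no-enzyme control.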
TrxR1 substrate: qHTS Assay for Substrates of Mammalian Selenoprotein Thioredoxin Reductase 1 (TrxR1): qHTS. 0.01% of 390,000 active. AID 588456, 2011. purified TrxR1 substrate turnover, NADPH consumption readout. Potency, µM (highest dose often 114 µM), for the others: at the top dose activity change, negative = substrate turnover; also: potency is read from the fitted curve at half-maximal effect; % is scaled to controls: 0 for no effect and ±100 for the full control effect; nearly all actives have a fitted effect of over 50% in size
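Rat TrxR1, dispensed at 90 nM, was prereduced with 400 uM NADPH (final) for 5 min at ~22 deg C, then incubated with compound 15 min before 400 uM selenite. A first-read NADPH fluorescence drop versus no-compound background flagged substrates.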
D2 ag: HTS Assay for Allosteric Agonists of the Human D2 Dopamine Receptor: Primary Screen for Agonists; D(2) dopamine receptor (Homo sapiens), P14416; HEK293 T-REx D2 cells, calcium flux agonist mode; activation, % at 2 µM; 0.53% of 340,000 active; AID 485358, 2010;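 active = activation over 3 SD above normal in the single-dose calcium agonist read, cut at about 30% in these data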; also: 0% is about no effect
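Tetracycline-induced HEK293 T-REx cells with force-coupled D2 receptor, plated overnight at 30 C, loaded with no-wash calcium dye. After a 10 s baseline, compound was pin-added and calcium flux read kinetically for 180 s; calcium rises flagged agonists.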
PI4K2A inh: qHTS for small molecular inhibitors of PI4K2A | Phosphatidylinositol 4-kinase type 2-alpha (Homo sapiens), Q9BTU6 | purified PI4K2A, ADP-Glo luminescence, 1 h; hits give low values | activity change, negative = inhibition, % at 76.9 µM | 0.13% of 420,000 active; in the data active = activity change below about -50%; inconclusive = mostly about -30% to -49%;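 also: -100% = wells without enzyme as full effect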
Target sequence (Q9BTU6 whole entry, looked up): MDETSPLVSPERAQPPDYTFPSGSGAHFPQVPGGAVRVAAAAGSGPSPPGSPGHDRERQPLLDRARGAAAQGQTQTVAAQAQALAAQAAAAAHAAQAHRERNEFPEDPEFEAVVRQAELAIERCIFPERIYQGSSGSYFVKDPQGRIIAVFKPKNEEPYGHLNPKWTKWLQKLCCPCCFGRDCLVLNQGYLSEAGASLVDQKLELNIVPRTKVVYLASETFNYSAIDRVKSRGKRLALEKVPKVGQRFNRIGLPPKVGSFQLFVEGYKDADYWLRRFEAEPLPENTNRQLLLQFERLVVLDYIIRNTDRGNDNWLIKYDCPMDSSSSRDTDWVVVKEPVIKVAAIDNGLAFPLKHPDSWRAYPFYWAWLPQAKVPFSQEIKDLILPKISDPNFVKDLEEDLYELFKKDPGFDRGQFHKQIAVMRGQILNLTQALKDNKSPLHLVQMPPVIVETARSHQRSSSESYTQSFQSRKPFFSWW
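PI4K2A activity was measured by ADP-Glo luminescence: enzyme (4 ug/mL stock) and phosphatidylinositol (1.2 mM stock) in Tris pH 7.5/MgCl2/EGTA/Triton X-100 buffer were reacted with ATP (300 microM stock) for one hour at ambient temperature.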
* = called active by the depositor; ? = inconclusive; nt = not tested or not shown; & = joins results of further samples; [ ] = remark or other dose. Unless noted, calls follow the shape of the dose curve; as a rule, active = well fitted inhibition curve with a large enough effect; inconclusive = small, poorly fitted or top-dose-only effect; inactive = no such curve, though single readings can be large or run the other way. Random draw from the library (roughly 3.9% active in at least one column).

SMILES	USP1 inh	TRHR agonist	TRHR PAM	TrxR1 inh	D2 antag	mIDH1 inhibitor	TrxR1 substrate	D2 ag	PI4K2A inh
CN(C)c1oc(-c2ccc(OCc3ccccc3)cc2)nc1C#N	-17.8%	-0.1	-11.9	37.3%[activator]	-0.8	2.6%	89.6%[activator]	-0.3	-2.6
COc1cc(CCN2C(=O)c3cccc4cccc(c34)C2=O)c(S(=O)(=O)NCCCO)cc1OC	-12.9%	-0.3	9.7	-20.0%	2.1	1.3%	-7.1%	-0.2	-4.1
Cc1cc(-c2c(C)[nH]n(-c3ccc(Cl)cc3)c2=O)n(-c2ccccc2)n1	-8.4%	-0.1	-2.0	-10.4%	19.3	9.2%	-5.8%	1.3	8.9
COc1cc2c(cc1OC)/C(=C/C(=O)c1ccc([N+](=O)[O-])c(C)c1)NCC2	-5.6%	0.1	5.9	5.6%	19.2	2.3%	8.2%	-1.3	-4.5
Cc1cccc(N2CCN(C(=O)c3ccccc3NC(=O)C3CCCCC3C(=O)O)CC2)c1 (stereo unspecified)	-9.5%	0.4	-6.3	-5.6%	-13.3	-7.1%	-4.1%	0.8	1.7
CCOC(=O)c1cccc(NC(=O)N2Cc3ccccc3Oc3ncccc32)c1	-12.4%	2.5	1.5	2.7%	nt	nt	1.0%	-1.0	6.0
CCOc1ccccc1N1CCN(C(=O)CC(C)C)CC1	-0.4%	-0.4	-5.0	-9.3%	-0.1	0.2%	-2.0%	0.0	2.8
CCCCc1nnc(NC(=O)c2ccc(OCc3c(C)noc3C)cc2)s1	-19.4%	3.3	-4.3	11.2%	11.0	9.4%	-0.4%	0.7	-3.2
CN(Cc1ccccc1)S(=O)(=O)c1ccc(NC(=S)NC(=O)C2CCCC2)cc1	-13.4%	-0.5	-0.6	-12.6%	5.7	0.5%	-3.0%	0.3	2.1
CN(Cc1ccco1)c1ncnc2ccc(-c3ccc4c(c3)OCO4)cc12	nt	-0.1&0.5	-8.3&-3.6	24.9%	-27.5	nt	17.4%	0.0	-1.9&-14.4
Cc1cc(N2CCN(c3ccccc3)CC2)n2cc(-c3ccccc3)nc2n1	-20.1%	-0.7	-5.0	-3.6%	5.9	-2.4%	15.3%	0.9	0.6
COc1cccc(NC(=O)NC2(C(=O)N3CCC(O)CC3)CCCCC2)c1	-25.0%	0.8	4.4	7.6%	8.9	-0.6%	2.6%	0.2	-2.0
COc1ccc(Nc2nc3ccccc3nc2NS(=O)(=O)c2ccc(C)cc2)c(OC)c1	-2.3%	-0.8	4.5	0.3%	nt	-2.4%	2.3%	nt	-0.5
COc1ccc(NC(=O)Cc2nn(C)c(=O)c3ccccc23)c2ncccc12	nt	0.9	-0.2	nt	-3.9	nt	nt	0.8	nt
O=C(Nc1nc2ccc(F)cc2s1)c1ccc(N2CCCC2=O)cc1	-13.7%	0.8	-2.1	18.3%	9.2	-1.0%	7.2%	0.9	12.4
N/C(=N\OC(=O)COc1ccc(Cl)cc1Cl)c1ccncc1	-20.8%	-0.8	-3.2	30.0%	9.1	0.4%	2.6%	-0.8	2.3
CCOC(=O)c1c(NC(=O)CSc2ncnc3ccccc23)sc(C(C)=O)c1C	-11.6%	0.6	-1.7	14.9%[57.1 µM]	nt	-1.5%	-12.5%[57.1 µM]	nt	-7.6
O=C(O)C1(C(=O)O)CCCC1	6.8%	nt	nt	7.2%[2.29 µM]	nt	-1.6%	8.9%[57.1 µM]	nt	2.5
O=C(c1cc2cc(F)ccc2[nH]1)N(Cc1cccnc1)CC1CCCN(C2CCCCC2)C1 (stereo unspecified)	-15.3%	0.4	-2.0	15.0%	-45.0	-13.9%	-1.2%	0.5	-0.4
Cc1ccc(Cn2nc(C)c(C(=O)NCC(c3ccc(F)cc3)N3CCOCC3)c2Cl)cc1 (stereo unspecified)	-11.4%	-0.3	-8.0	14.0%	-12.2	-9.2%	-6.5%	0.5	-2.8
CCOc1ccccc1CN1CCN(Cc2ccc(C)o2)C(CCO)C1 (stereo unspecified)	-16.2%	0.2	-2.4	19.1%	2.7	-4.7%	0.0%	-0.5	3.3
Cc1ccccc1Nc1nnc(SCC(=O)c2c(N)n(C)c(=O)n(C)c2=O)s1	1.1%	-0.4	5.9	-9.0%[57.1 µM]	9.9	-0.7%	-6.5%	0.7	-2.8
CCc1ccc(NC(=S)Nc2ccc(S(=O)(=O)Nc3ncccn3)cc2)cc1	-7.2%	0.3	-1.1	-6.5%	7.0	0.4%	0.7%	0.8	10.5
COC(=O)c1ccc(CSc2nc3c(c(=O)n2-c2ccccc2)SCC3)o1	-10.5%	0.0	7.5	-4.2%[57.1 µM]	6.3	-8.2%	3.1%[57.1 µM]	-2.8	0.1
CCOC(=O)c1cnc2c(ccc3ccccc32)c1Nc1ccccc1OCC	-4.6%	-1.6	7.5	2.7%	nt	27.7%	-0.4%	-0.2	0.6
O=c1c2ccccc2nc(/C=C/c2ccccc2)n1CCc1ccccc1	-10.1%	0.4	-1.5	-13.8%	3.5	3.0%	-8.8%	-0.1	6.4
COc1ccc(N(C(=O)c2ccco2)C(C(=O)NC2CCCC2)c2ccc(N3CCOCC3)cc2)c(OC)c1 (stereo unspecified)	-17.7%	-1.7	-0.1	-3.6%	6.2	-9.6%	-6.1%	0.7	-0.6
COCc1nnc(NC(C)=O)s1	-25.5%	1.0	-10.0	2.2%[57.1 µM]	32.4*	0.7%	1.4%[57.1 µM]	0.5	3.1
CSc1cc(C)n(-c2ccc(Cl)cc2)c(=S)c1C(C)=O	-17.4%	0.1	-0.7	-10.7%	-2.8	6.4%	-6.2%	0.5	2.4
CCCCc1cc(=O)oc2cc(OC(C)C(=O)NCC3CCC(C(=O)O)CC3)c(Cl)cc12 (stereo unspecified)	-21.6%	-0.3	-2.6	-20.6%	-8.6	-3.3%	22.8%	-5.0	-3.7
Cc1ccc(NC(=O)CN(C)C(=O)/C=C/c2ccc3c(c2)OCO3)cc1	-24.5%	-0.7	-1.8	19.8%	2.6	-1.0%	12.8%	-0.9	-1.1
N#CC(C#N)=C1SC(=Nc2ccccc2)C(=Nc2ccccc2)N1c1ccccc1	-9.5%	nt	nt	14.9%[11.4 µM]	nt	1.6%	2.0%[11.4 µM]	nt	-4.2
CC(C)(Oc1ccc(Cl)cc1)C(=O)Nc1cccnc1	-10.7%	-0.1	1.8	4.2%[57.1 µM]	nt	0.0%	10.9%[57.1 µM]	nt	-13.2
O=C(CNC(=O)c1ccc(Cl)c([N+](=O)[O-])c1)OC1CCCCC1=O (stereo unspecified)	-16.0%	0.4	-0.8	?	16.1	1.8%	-9.0%	-0.4	-2.8
CNC[C@@H]1Oc2c(NC(=O)Nc3ccccc3)cccc2C(=O)N([C@@H](C)CO)C[C@H]1C	?	nt	nt	1.1%	nt	9.5%	7.5%	nt	-5.7
COc1ccc(-n2nnnc2SCC(=O)Nc2cc(OC)c([N+](=O)[O-])cc2C)cc1	-15.3%	1.6	-9.8	11.6%	-32.1	-0.9%	-9.3%	1.3	0.5
Cn1c(=O)c2c(nc(SCC(=O)N3CCCCCC3)n2C)n(C)c1=O	-13.9%	-0.1	-1.6	7.7%	-26.8	5.3%	-2.8%	-0.1	-1.6
O=C(CC12CC3CC(CC(C3)C1)C2)Nc1cccc2ncccc12	-18.9%	0.7	-2.6	14.9%[57.1 µM]	-1.4	3.9%	7.3%[57.1 µM]	-0.5	6.7
CN(C)C(=S)Nc1ccc([N+](=O)[O-])cc1	-16.2%	-0.7	-1.7	-17.7%	-6.3	5.9%	-5.5%	-0.5	3.9
CCOc1ccc(CN2CCN(Cc3c[nH]c4ccccc34)CC2)cc1	-9.0%	-0.3	6.9	15.7%[57.1 µM]	-3.5	1.4%	6.7%[57.1 µM]	-0.8	1.5
Cc1[nH]c2ccccc2c1C(=O)C(C)OC(=O)c1ccc(NC(=O)CC#N)cc1 (stereo unspecified)	-16.8%	0.0	3.2	-14.0%	-9.0	8.9%	-9.3%	0.2	5.2

4 compounds already listed, ordered by molecular weight, descending:
SMILES	USP1 inh	TRHR agonist	TRHR PAM	TrxR1 inh	D2 antag	mIDH1 inhibitor	TrxR1 substrate	D2 ag	PI4K2A inh
CNC[C@@H]1Oc2c(NC(=O)Nc3ccccc3)cccc2C(=O)N([C@@H](C)CO)C[C@H]1C	?	nt	nt	1.1%	nt	9.5%	7.5%	nt	-5.7
O=C(CNC(=O)c1ccc(Cl)c([N+](=O)[O-])c1)OC1CCCCC1=O (stereo unspecified)	-16.0%	0.4	-0.8	?	16.1	1.8%	-9.0%	-0.4	-2.8
Cc1ccc(NC(=O)CN(C)C(=O)/C=C/c2ccc3c(c2)OCO3)cc1	-24.5%	-0.7	-1.8	19.8%	2.6	-1.0%	12.8%	-0.9	-1.1
CN(C)C(=S)Nc1ccc([N+](=O)[O-])cc1	-16.2%	-0.7	-1.7	-17.7%	-6.3	5.9%	-5.5%	-0.5	3.9

Compound activity: PubChem BioAssay, National Center for Advancing Translational Sciences (NCATS)
